# LYP phosphatase: LYP phosphatase inhibitors, primary screen, biochemical, DiFMUP fluorescence, recombinant catalytic domain, 10 µM (AID 606); recombinant LYP catalytic domain, DiFMUP fluorescence; higher % means a stronger effect; one-dose inhibition, % at 10 µM; IC50 in µM for titrated hits; 52,000 tested, under 10 active;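 active means IC50 under 40 µM in the dose-response test; inactive means IC50 of 40 µM or more, or never dose-tested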
# HT1080 cytotoxicity: cytotoxicity in HT1080 fibrosarcoma cells, cell-based, fluorescence readout (AID 620) | HT1080 viability, fluorescence; higher % means a stronger effect | cytotoxicity, % at 10 µM; hits with a dose series show EC50 in µM | 0.42% of 87,000 active;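 further: cells exposed to compound overnight then 4 h with Alamar Blue; 0% = vehicle DMSO and 100% = killing control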
# DPM-DC inhibit: blocks S. pneumoniae diphosphomevalonate decarboxylase | purified DPM-DC, PK/LDH coupled NADH fluorescence | calls only at 10 µM | AID 556 | 0.49% of 65,000 active;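 active means the 320 compounds with the highest percent inhibition in the single-dose primary screen, excluding strongly autofluorescent ones, cut at about 32% in these data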;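 further: kinetic rate of NADH fluorescence loss reporting ADP formed by the decarboxylase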
# Bfl-1 displacement: Bfl-1 inhibitors, primary screen, biochemical, fluorescence polarization, FITC-Bid, mouse (AID 432). FITC-Bid BH3 peptide fluorescence polarization displacement; higher % means a stronger effect. displacement, % at 20 µM, or IC50 in µM where a hit was titrated. 0.02% of 64,000 active; in the data active means a potency from the dose series; inactive means the rest, 99 in 100 with displacement below about 15%; further: strong numbers were not always called active
# Spn PMK inh: inhibitors of Streptococcus pneumoniae phosphomevalonate kinase; purified PMK, PK/LDH-coupled NADH absorbance 340 nm; 0.49% of 65,000 active; inhibition, % at 10 µM;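 active means top-ranked compounds by inhibition in the single 10 µM screen, taking a fixed number of the strongest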;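 further: 0% = full reaction with DMSO carrier and 100% = background rate without enzyme reaction; no value below 0 was filed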
# HPDE-C7K KRASV12: cytotoxicity in KRAS-transformed pancreatic duct cells, primary screen, cell-based, fluorescence, HTS (AID 431); HPDE-C7K KRASV12 cells, Alamar Blue viability, 48 h; higher % means a stronger effect; cytotoxicity, % at 10 µM, or EC50 in µM where a hit was titrated; 1.7% of 63,000 active;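 active means compounds whose percent cytotoxicity in the single-dose primary screen, scaled between solvent and toxic-drug controls, exceeds 50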;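 further: 0% = DMSO solvent wells and 100% = doxorubicin-treated wells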
# TNAP inhibition: inhibition of tissue-nonspecific alkaline phosphatase – biochemical, luminescent (AID 518); one-dose inhibition, % at 20 µM; IC50 in µM for titrated hits; purified TNAP enzyme, luminescent substrate readout; higher % means a stronger effect; 0.09% of 64,000 active; in the data active means a potency from the dose series; inactive means the rest, 99 in 100 with inhibition below about 22%;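 further: plate controls were vehicle for no effect and reference inhibitor for full effect; many of its hits are not listed in these tables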
# HPDE-C7 cytotoxicity: cytotoxicity in HPDE-C7 cells, cell-based, fluorescence, HTS (AID 430) | 1.8% of 63,000 active | HPDE-C7 pancreatic duct cells viability, fluorescence; higher % means a stronger effect | one-dose cytotoxicity, % at 10 µM; EC50 in µM for titrated hits;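 further: cells exposed to compound for 48 hours before viability readout; 0% = vehicle and 100% = reference cytotoxic drug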
# Spn MK inh: S. pneumoniae mevalonate kinase inhibition. purified MK, PK/LDH-coupled NADH absorbance 340 nm. inhibition, % at 10 µM. 0.48% of 65,000 active. AID 555;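 active means ranked among the strongest by inhibition in the single 10 µM screen, a fixed top-ranked set picked for dose follow-up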; further: no value below 0 was filed
# Spn PMK inh pilot replicates: also measured in Spn PMK inh; calls as there; inhibition, %; measured here: pilot screen replicates
# Spn MK inh pilot replicates: further read-out of Spn MK inh, marked with its call; inhibition, %; measured here: pilot screen replicates
# DPM-DC inhibit pilot screen %: also measured in DPM-DC inhibit; calls as there; inhibition, %; measured here: pilot screen trials
# Active calls of the source: *; i = inactive; . = not tested or not shown. Unless noted, no stated cut-off is given here; in the data, active means cytotoxicity above about 50%; inactive means the rest.
SMILES,LYP phosphatase,HT1080 cytotoxicity,DPM-DC inhibit,Bfl-1 displacement,Spn PMK inh,HPDE-C7K KRASV12,TNAP inhibition,HPDE-C7 cytotoxicity,Spn MK inh,others
COc1cccc(CC(NC(C)=O)C(=O)NC2CCN(c3nc(C)cc(C)c3C#N)CC2)c1 (stereo not given),.,1%,i,-7%,9,6%,15%,9%,7,
Cc1nnc2n(c1=O)C(CS(=O)(=O)c1ccccc1)CS2 (stereo not given),-4%,-13%,i,-4%,8,-18%,8%,-8%,3,
COC(=O)c1ccc(Oc2nc(Nc3ccccc3)nc(N(C)C)n2)cc1,8%,-6%,i,-1%,5,0%,10%,-5%,4,
CCCNC(=O)Cn1cnc2sc(C(=O)NCCN(CC)CC)c(C)c2c1=O,10%,2%,i,-7%,1,4%,8%,5%,5,
Cc1nc(NC(=O)CSc2nc3cccnc3n2Cc2ccccc2)sc1C,11%,12%,i,-8%,15,-10%,14%,-10%,11,
COc1ccc(CCNS(=O)(=O)c2ccc3c(c2)CCN3C(=O)C2CC2)cc1OC,1%,16%,i,-5%,2,-7%,4%,-10%,2,
Cc1ccccc1NC(=O)CSc1nnc(-c2ccoc2C)n1CCc1ccccc1,1%,-9%,i,-8%,0,.,8%,.,0,
COC(=O)c1ccc(Nc2nc(C)cc(=O)[nH]2)cc1,-3%,1%,i,-1%,0,.,9%,.,5,
COCCNC(=O)C(c1ccc(Cl)cc1)N(C(=O)CCC(=O)Nc1ccccn1)C1CCCC1 (stereo not given),-10%,-4%,i,0%,22,-3%,2%,-2%,0,
Cc1cc(C(=O)CSc2nc3ccc(Cl)cc3[nH]2)c(C)n1C,.,5%,i,-4%,16,-5%,0%,-2%,5,
O=C(c1csc2c1CCCCC2)N1CCN(c2ncccn2)CC1,.,5%,i,-16%,10,-4%,2%,8%,6,
Cc1ccc(NC(=O)CSc2nc3nc(C)cc(C)c3c(=O)[nH]2)cc1,-1%,9%,i,13%,2,29%,-3%,21%,6,
CCn1c(CSc2nncn2-c2ccc(OC)cc2)nc2cc(S(=O)(=O)N(C)C)ccc21,13%,-4%,i,1%,13,-29%,-1%,-18%,6,
COC(=O)c1ccc(S(=O)(=O)N2CCCCCC2)cc1,12%,-7%,i,0%,21,-2%,13%,-9%,4,
COc1cc(C2C(C#N)=C(N)Oc3cc(C)oc(=O)c32)cc2c1OCO2 (stereo not given),10%,-2%,i,2%,15,-4%,3%,-8%,12,

# Compounds shown so far that contain a thiophene ring, fused or not:
SMILES,LYP phosphatase,HT1080 cytotoxicity,DPM-DC inhibit,Bfl-1 displacement,Spn PMK inh,HPDE-C7K KRASV12,TNAP inhibition,HPDE-C7 cytotoxicity,Spn MK inh,others
CCCNC(=O)Cn1cnc2sc(C(=O)NCCN(CC)CC)c(C)c2c1=O,10%,2%,i,-7%,1,4%,8%,5%,5,
O=C(c1csc2c1CCCCC2)N1CCN(c2ncccn2)CC1,.,5%,i,-16%,10,-4%,2%,8%,6,

# Of the compounds above, 3 contain an NH in an aromatic ring:
SMILES,LYP phosphatase,HT1080 cytotoxicity,DPM-DC inhibit,Bfl-1 displacement,Spn PMK inh,HPDE-C7K KRASV12,TNAP inhibition,HPDE-C7 cytotoxicity,Spn MK inh,others
COC(=O)c1ccc(Nc2nc(C)cc(=O)[nH]2)cc1,-3%,1%,i,-1%,0,.,9%,.,5,
Cc1cc(C(=O)CSc2nc3ccc(Cl)cc3[nH]2)c(C)n1C,.,5%,i,-4%,16,-5%,0%,-2%,5,
Cc1ccc(NC(=O)CSc2nc3nc(C)cc(C)c3c(=O)[nH]2)cc1,-1%,9%,i,13%,2,29%,-3%,21%,6,

# (next part)
SMILES,LYP phosphatase,HT1080 cytotoxicity,DPM-DC inhibit,Bfl-1 displacement,Spn PMK inh,HPDE-C7K KRASV12,TNAP inhibition,HPDE-C7 cytotoxicity,Spn MK inh,others
Clc1cccc(-c2nn3c(Cn4cnc5ccccc54)nnc3s2)c1,12%,-4%,i,-4%,4,-5%,6%,-24%,9,Spn PMK inh pilot replicates=0.0;Spn MK inh pilot replicates=0.0;DPM-DC inhibit pilot screen %=1.0
O=C(NC12CC3CC(CC(C3)C1)C2)c1cccnc1,.,5%,i,0%,0,-30%,4%,-30%,3,
COCCCN1C(=O)C(=O)/C(=C(/O)c2ccc(OC(C)C)c(C)c2)C1c1ccncc1 (stereo not given),-1%,-1%,i,-10%,16,4%,12%,-9%,15,
COCCNC(=O)C1c2cc(OC)c(OC)cc2C(=O)N(C)C1c1cccnc1 (stereo not given),-1%,-1%,i,1%,3,-14%,9%,-28%,9,
Cc1nc2cc(C(=O)OCC(=O)N(CC(C)C)C3CCS(=O)(=O)C3)ccc2n1-c1ccccc1 (stereo not given),.,0%,i,-5%,9,-19%,8%,-10%,2,
CCn1c(SC)nnc1-c1c[nH]c2ccccc12,5%,8%,i,-7%,0,0%,4%,3%,6,
O=C1C(C=NCc2ccccn2)=C(O)c2ccccc21,8%,0%,i,-1%,13,0%,9%,-4%,3,
Cc1onc(-c2ccccc2Cl)c1C(=O)Nc1ccc(-c2nnc3n2CCCCC3)cc1,.,7%,i,-9%,3,4%,3%,-5%,3,
CCN(CC)CCNC(=O)CCc1nn(C)c(=O)c2ccccc12,0%,-9%,i,-2%,15,.,10%,.,2,
Cc1ccc(C)c(N(CC(=O)NC2CCCCC2)C(=O)CCC(=O)Nc2ccccn2)c1,.,0%,i,-10%,18,0%,8%,-1%,0,
CCN(CC)S(=O)(=O)c1ccc(Cl)c(C(=O)Oc2cccnc2)c1,-1%,-11%,i,3%,3,1%,4%,-9%,3,
C=CCSC1=C(C#N)C(c2ccccc2C)CC(=O)N1 (stereo not given),.,-10%,i,-6%,2,-10%,5%,-3%,7,Spn PMK inh pilot replicates=2.5;Spn MK inh pilot replicates=1.0;DPM-DC inhibit pilot screen %=1.5
Cc1ccc(C)c2[nH]c(=O)c(CCNC(=O)CC(C)C)cc12,-12%,3%,i,3%,11,-6%,6%,6%,0,
COC(=O)CCN(C)CCC(=O)OC,7%,12%,i,-3%,0,-2%,8%,-3%,7,
O=c1cc(Nc2ccc3c(c2)OCCO3)[nH]c(=O)n1Cc1ccc(F)cc1,.,-5%,i,-14%,7,-12%,-1%,-18%,12,
COc1cc(NC(=O)c2nccnc2C(=O)O)cc(OC)c1,.,-8%,i,3%,0,8%,20%,8%,1,Spn PMK inh pilot replicates=4.0;Spn MK inh pilot replicates=2.0;DPM-DC inhibit pilot screen %=2.5
CC(NS(=O)(=O)c1ccc(Cl)cc1)C(c1cccs1)N1CCN(C)CC1 (stereo not given),21%,-19%,i,.,14,.,.,.,0,
O=C(COc1ccccc1)Nc1nc(-c2cccs2)cs1,.,-5%,i,-1%,14,13%,5%,-2%,0,
CCCCOC(=O)CSc1nc2c(c(=O)[nH]c(=O)n2C)n1C/C=C(\C)Cl,6%,3%,i,-4%,10,-7%,19%,-11%,7,
Cn1c(=N)c(S(=O)(=O)c2ccc(F)cc2)cc2c(=O)n3ccccc3nc21,11%,6%,.,6%,15,-8%,8%,-4%,10,
CCN(CCCNC(=O)CC(C(=O)N1CCc2ccccc21)n1ccnc1)c1ccccc1 (stereo not given),.,-1%,i,2%,15,5%,8%,-7%,0,
COc1ccc(C(=O)NCc2nnc(SCC(=O)N3CCCCC3)o2)cc1OC,1%,.,i,-9%,15,0%,1%,-7%,1,
O=C(Cn1ccc2ccccc2c1=O)NCCC(=O)N1CCN(C2CCCCC2)CC1,0%,2%,i,7%,16,9%,1%,12%,0,Spn PMK inh pilot replicates=3.0;Spn MK inh pilot replicates=3.0;DPM-DC inhibit pilot screen %=4.0
C/C(Cl)=C\Cn1c(N2CCCCCC2)nc2c1c(=O)n(C)c(=O)n2C,-23%,-2%,i,-8%,13,12%,9%,8%,6,
CCOc1cc(-c2c(C)c(CC)nc(N)c2C#N)ccc1O,2%,1%,i,-7%,15,10%,10%,1%,9,
CCOC(=O)c1nc(NCc2cccnc2)c2ccccc2n1,3%,-1%,i,-4%,5,-15%,1%,-14%,6,
C=CCn1c(CCNC(=O)c2cccs2)nnc1SCC(=O)Nc1cccc(C(C)=O)c1,10%,2%,i,-4%,9,1%,7%,6%,0,
COc1ccc(C(=O)Nc2ccc(OC)c(OC)c2)cc1,0%,-2%,i,-5%,1,-21%,12%,-29%,7,
Cc1ccc(C(=O)C2=C(O)C(=O)N(CCCN3CCOCC3)C23C(=O)N(C)c2ccccc23)o1 (stereo not given),.,2%,i,-9%,9,-8%,5%,-20%,11,
N#Cc1c(-c2ccccc2Cl)cc(C2CC2)nc1N,14%,-4%,i,-9%,8,6%,11%,3%,0,
COc1ccc2oc(C(=O)OCC(=O)c3ccc4c(c3)OCCO4)c(C)c2c1,10%,6%,i,-3%,4,12%,3%,1%,0,
CCN1C(=O)C(CC(=O)N2CCN(C(c3ccccc3)c3ccccc3)CC2)N(CC)C1=O (stereo not given),3%,-4%,i,-5%,7,8%,8%,9%,5,
CCN(Cc1ccccc1)C(c1cc2cc(C)cc(C)c2[nH]c1=O)c1nnnn1CCOC (stereo not given),8%,-9%,i,-6%,15,-6%,4%,-3%,11,
CC(C)c1nnc(NC(=O)CN2C(=O)c3ccccc3C2=O)s1,-4%,8%,i,-6%,6,5%,6%,-6%,9,
COc1cc(-c2nnc(COC(=O)C3c4ccccc4Oc4ccccc43)o2)cc(OC)c1OC,10%,1%,i,1%,2,-1%,7%,3%,6,
CCC(C)(C)NC(=O)C(OC(=O)c1ccco1)c1ccccc1OC (stereo not given),7%,6%,i,-4%,10,0%,14%,-8%,6,Spn PMK inh pilot replicates=0.0;Spn MK inh pilot replicates=0.0;DPM-DC inhibit pilot screen %=0.0
O=C(CNC(=O)Cn1cnc2sc3c(c2c1=O)CCCC3)NCc1ccccn1,5%,14%,i,-1%,10,0%,5%,11%,0,
O=C(Nn1cnnc1)c1csc2ccccc12,13%,0%,i,-9%,3,-7%,4%,-7%,18,
O=C(O)COc1cccc(NC(=O)c2ccccc2)c1,11%,-4%,i,-2%,0,-2%,8%,-7%,0,
O=C1CCC(=O)N1CCC(c1ccc(F)cc1)c1ccco1 (stereo not given),6%,-1%,i,-10%,11,-12%,4%,-3%,13,
CCOc1cc(C2CC(=O)Nc3cc(C)c(C)cc32)ccc1O (stereo not given),.,0%,i,-1%,14,-3%,18%,-7%,5,
Cc1nnc(C)n1/N=C/c1cc(Br)ccc1O,.,-5%,i,5%,0,-19%,7%,-12%,8,
COc1cccc2cc(C(=O)N(C)C)c(=O)oc12,7%,7%,i,2%,0,0%,6%,-2%,1,
Cc1ccc(CCNC(=O)C2CCN(S(=O)(=O)c3ccc4c(c3)CCC(=O)N4)CC2)cc1,.,.,i,-7%,4,-5%,18%,0%,5,Spn PMK inh pilot replicates=0.0;Spn MK inh pilot replicates=0.5;DPM-DC inhibit pilot screen %=1.5
c1ccc(Cn2ncc3ccccc32)cc1,9%,1%,i,-6%,16,.,13%,.,14,
CCc1cccc(Nc2cc(C)nc3nc(C)nn23)c1,1%,-1%,i,2%,10,-5%,13%,-6%,7,
CCOC(=O)c1cc(-c2nnc(-c3cc(OC)c(OC)c(OC)c3)o2)c(C)nc1C,11%,-3%,i,.,0,.,.,.,1,

# Compound activity from PubChem.
